High-throughput results as filed in PubChem.
V-ATPase pHluor – yeast V-ATPase proton transport regulation by pHLuorin | S. cerevisiae, pHLuorin cytosolic pH fluorescence | response, % at 10 µM | AID 504577 | actives 0.37% (n = 350,000); in the data active = response mostly above about 7.3%, no sharp cut-off; inactive = mostly below about 5.4%; also: actives read high; inactives centre near 0; some compounds called inactive have numbers as strong as hits; reference of the scale not given here
PvdQ inh – P. aeruginosa PvdQ acylase inhibition | purified PvdQ acylase, fluorescence plate reader | inhibition, % at 10 µM | actives 0.063% (n = 340,000); in the data active = inhibition above about 30%, passing the limit was not always enough; inconclusive = no clear call, values can overlap the other calls;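 also: 0% = vehicle neutral wells and 100% = reference inhibitor wells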
SR-BI HDL uptake – blocks mouse SR-BI lipid uptake from DiI-HDL | ldlA[mSR-BI] CHO cells, DiI-HDL uptake fluorescence, 3 h | AID 488896 | actives 0.96% (n = 320,000) | inhibition, % at 12.5 µM;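 active = mean replicate inhibition of at least 70% and a set share of replicates each scoring 70 or more; inconclusive = meets just one of the two criteria; inactive = fails both criteria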;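 also: 0% = median of neutral control wells and 100% = median of positive control wells; values of inactives mirror those of a sister screen read the other way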
Target sequence (Q61009 whole entry, looked up): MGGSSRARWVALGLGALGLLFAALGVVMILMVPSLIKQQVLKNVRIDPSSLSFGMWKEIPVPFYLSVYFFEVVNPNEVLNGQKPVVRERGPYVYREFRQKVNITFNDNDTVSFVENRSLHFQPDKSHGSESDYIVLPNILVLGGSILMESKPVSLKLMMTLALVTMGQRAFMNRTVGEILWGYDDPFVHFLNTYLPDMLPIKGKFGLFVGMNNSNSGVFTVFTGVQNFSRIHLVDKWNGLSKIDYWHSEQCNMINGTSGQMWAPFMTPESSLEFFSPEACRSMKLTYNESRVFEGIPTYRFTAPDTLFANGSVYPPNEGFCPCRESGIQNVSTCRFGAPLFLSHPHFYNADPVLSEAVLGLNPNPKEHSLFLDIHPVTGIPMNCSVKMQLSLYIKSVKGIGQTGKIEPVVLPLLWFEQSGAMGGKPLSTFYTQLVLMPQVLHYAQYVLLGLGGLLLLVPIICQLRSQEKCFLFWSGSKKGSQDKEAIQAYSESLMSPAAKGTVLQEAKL
MITF TRPM1 HTS – MITF TRPM1 promoter activation in melanoma cells. SK-MEL-5 TRPM1-promoter luciferase, 24 h; % of positive control, neutral wells = 0. activation, % at 12.5 µM. actives 0.75% (n = 300,000). AID 588334;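 active = mean activation of at least 80% with every replicate also reaching 80%; inconclusive = mean reaches 80% but some replicate falls short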;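 also: 0% = neutral control wells and 100% = parthenolide positive control wells; values of inactives mirror those of a sister screen read the other way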
NSD2 HMT inh – inhibitors of human histone methyltransferase NSD2; O96028; NSD2 peptide methylation, AlphaScreen, 120 min; inhibition, % at 12.5 µM; actives 0.54% (n = 310,000); in the data active = inhibition above about 50%
HTR5A inv ctr – inverse agonist of human HTR5A in OPRM1-OPRD1 counter-screen; P47898; HTR5A cell line, luminescence, inverse agonism; inhibition, % at 9.3 µM; actives 0.083% (n = 340,000); in the data active = inhibition mostly above about 23%, no sharp cut-off; inactive = mostly below about 18%;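 also: 0% = cells with DMSO and 100% = no-cell wells with DMSO; some compounds called inactive have numbers as strong as hits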
Target sequence (P47898 whole entry, looked up): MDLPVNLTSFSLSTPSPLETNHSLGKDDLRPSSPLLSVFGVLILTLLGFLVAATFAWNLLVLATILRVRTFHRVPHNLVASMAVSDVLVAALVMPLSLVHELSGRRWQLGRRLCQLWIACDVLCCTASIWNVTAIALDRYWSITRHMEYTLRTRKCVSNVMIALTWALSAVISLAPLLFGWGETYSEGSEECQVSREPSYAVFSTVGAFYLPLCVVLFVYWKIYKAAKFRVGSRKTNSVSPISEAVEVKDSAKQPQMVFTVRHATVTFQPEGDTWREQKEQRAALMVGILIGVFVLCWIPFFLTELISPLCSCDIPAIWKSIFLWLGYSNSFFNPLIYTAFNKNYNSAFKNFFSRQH
HTR5A ag ctr – counter-screen for OPRM1-OPRD1 agonists: human HTR5A agonism; P47898; HTR5A agonist assay, luminescence, cell-based; activation, % at 9.3 µM; actives 0.61% (n = 340,000); in the data active = activation mostly above about 9.5%, no sharp cut-off; inactive = mostly below about 7.6%;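 also: 0% = cells with vehicle only and 100% = reference agonist; strong numbers were not always called active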
Wnt act – Wnt/beta-catenin pathway activation. Wnt/beta-catenin reporter cell assay, activator, plate reader. activation, % at 9.35 µM. actives 1.2% (n = 300,000). AID 743398; in the data active = activation above about 30%, passing the limit was not always enough; inconclusive = no clear call, values can overlap the other calls;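 also: 0% = neutral control wells and 100% = positive control wells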
dFosB act – mouse delta FosB homodimer activation; purified delta FosB, TAMRA-CDK5 oligo fluorescence polarization; percent of positive-control signal above neutral wells; activation, % at 25 µM; actives 0.99% (n = 340,000);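 active = mean activation above about 17%, with every replicate also reaching it, limit read from the data, passing the limit was not always enough; inconclusive = only one of the two conditions met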;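 also: fluorescence polarization rise as delta FosB binds a TAMRA Cdk5 AP-1 oligo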
CDK5 p35 inh – CDK5/p35 (human) kinase inhibition. actives 0.01% (n = 330,000). Recombinant CDK5/p35, ADP-Glo luminescence, 60 min. Q00535+Q15078. AID 488839. inhibition, % at 10 µM;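 active = highest replicate inhibition of at least 50% and at least 75% of replicates reaching 50%; inconclusive = only one of the two criteria met; inactive = both criteria failed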;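 also: plate controls were DMSO neutral control for no effect and GW8510 at 10 µM for full effect; many of its hits are not listed in these tables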
An asterisk follows results filed as active; u = inconclusive; x = not tested or not shown. This is a subset (hit frequency here may not be typical).

SMILES	V-ATPase pHluor	PvdQ inh	SR-BI HDL uptake	MITF TRPM1 HTS	NSD2 HMT inh	HTR5A inv ctr	HTR5A ag ctr	Wnt act	dFosB act	CDK5 p35 inh
COC(=O)C1=C(c2ccc(S(C)(=O)=O)cc2)C[C@@H]2CC[C@H]1N2C(=O)NCCNC(C)=O	-0.4	16.7	-3.6	-1.2	x	-32.4	12.0	-0.5	0.3	2.2
CCOC(=O)c1c(C)n(Cc2ccccc2)c2ccc(OCC(O)Cn3nc(C)cc3C)cc12 (stereo not given)	3.8	-13.5	29.4	-10.5	1.1	-18.6	5.0	x	-14.6	-0.3
C=CCn1c(O)c(C(C)=NC(C)c2ccccc2)c(=O)[nH]c1=O (stereo not given)	-2.0	-6.1	-1.1	14.7	-1.1	-12.5	4.8	-0.7	-1.7	-0.2
O=C(COc1ccc2c3c(c(=O)oc2c1)CCC3)N1C[C@H]2C[C@@H](C1)c1cccc(=O)n1C2	0.2	-9.8	-7.0	2.1	x	15.5	1.5	-0.7	-7.9	0.2
Cc1nn(Cc2ccccc2)c(C)c1C(=O)NCc1ccccc1	3.4	-5.1	22.9	-9.0	3.4	-3.6	-1.5	-0.3	1.9	-0.3
C=C(COC(=O)CCC(=O)O)CC1CC(O)[C@]2(C)OC3CC4OC5C[C@]6(C)O[C@]7(C)CCC8OC9C[C@]%10(C)OC%11C(C)=CC(=O)OC%11CC%10OC9C[C@@H](C)C8OC7CC6O[C@]5(C)C/C=C\C4OC3CC2O1 (stereo not given in full)	1.1	-2.4	-14.8	x	x	-19.2	6.5	x	-7.8	-0.2
BrCCc1ccccc1	-0.7	-22.8	-0.8	-3.9	x	-2.9	0.7	-2.4	5.1	0.0
O=C(CCc1nnc2ccc(NCc3ccccc3Cl)nn12)N1CCC2(CC1)OCCO2	0.0	4.3	17.3	-10.3	30.0	12.4	-3.3	-1.2	-6.5	-0.6
O=C1CC23c4ccccc4N4C(=O)CC5OCC=C6CN1C2CC6C5C43 (stereo not given)	-1.9	-16.2	-6.4	-4.9	-3.3	14.8	-3.9	-2.0	-13.1	1.8
c1cc2n(c1)-c1c(ccc3c1OCO3)CNC2c1ccc2c(c1)OCO2 (stereo not given)	-4.2	-11.3	-20.7	2.9	6.9	-3.0	1.4	x	-4.3	0.0
c1ccc2cc(CC3=NCCN3)ccc2c1	1.6	-21.0	-12.0	2.0	-0.5	-23.8	9.2	x	1.3	0.4
CC12CCC(O)CC1CCC1C2CCC2(C)C(C3=CC(=O)OC3)C(O)CC12O (stereo not given)	-6.0	7.1	3.3	x	-0.8	-128.0	33.4*	-24.9	8.4	1.3
CN(C)c1cc(N)c2c(n1)CCC2 (tested in a mixture with another compound)	-1.0	-7.8	-12.6	x	1.3	-3.3	-2.9	x	-6.9	1.3
COc1ccc(O)c(C(C)(C)C)c1	-0.2	-9.0	-2.2	-3.1	x	-30.2	6.4	0.8	0.1	1.3
O=C1NC(=O)C(=Cc2ccc(N3CCOCC3)o2)C(=O)N1	4.8	-5.1	-32.4	7.8	3.0	-3.1	5.1	0.2	-0.3	-1.3
COC(=O)C(O)(c1ccc(NC(=O)NC2CCCCC2)cc1)C(F)(F)F (stereo not given)	-0.4	-12.2	-22.4	49.5	-3.4	18.6	6.1	-1.9	-12.0	1.3
CC(=O)CC(C)(C)n1c[n+](C)nn1	0.3	-4.6	-26.6	4.9	23.3	8.1	-3.1	-0.3	-3.7	-14.0
CC(C)c1ccccc1NC1=NCCCS1	-0.1	-11.4	x	7.2	-2.0	-28.9	10.2	2.3	1.3	-0.6
NC(=S)/N=C/c1c(O)[nH]c(=O)[nH]c1=O	1.9	-1.7	-18.0	x	2.9	3.3	-2.8	11.5	6.6	-4.2
COc1ccc(C(=O)C2CCCN(Cc3ccc(F)cc3F)C2)cc1F (stereo not given)	-0.8	-17.4	13.4	x	-0.2	11.0	-3.2	0.2	-1.1	-1.2
CC1=Nc2cc(C(=O)N3CCC4(CC3)OCCO4)ccc2Sc2ccc(Cl)cc21	0.1	-3.4	18.7	-12.0	6.5	5.7	-1.5	-1.9	-4.0	x
CN(C)C(=O)Oc1ccc(-c2cn3cc(Cl)ccc3n2)cc1	-10.6	10.1	4.0	3.8	-3.4	-15.6	6.1	1.5	-7.1	2.6
CCN(CC)c1ccc([N+](=O)[O-])c2cccnc12	-0.7	-0.3	16.3	0.3	1.2	12.0	-4.6	5.1	4.1	-1.0
COC(=O)C1=C(c2ccc(F)cc2OCc2ccccc2)C[C@@H]2CC[C@H]1N2C(=O)NC1CCN(Cc2ccccc2)CC1	3.2	-9.6	3.1	-4.9	x	0.8	-0.3	-1.6	-6.1	-2.4
CC(Cc1ccccc1)NC(N)=O (stereo not given)	1.3	5.1	-6.4	-2.2	-0.7	-8.7	2.4	1.6	-0.6	0.9

Another view of some results above.
Structure,V-ATPase pHluor,PvdQ inh,SR-BI HDL uptake,MITF TRPM1 HTS,NSD2 HMT inh,HTR5A inv ctr,HTR5A ag ctr,Wnt act,dFosB act,CDK5 p35 inh
CC(C)c1ccccc1NC1=NCCCS1,-0.1,-11.4,x,7.2,-2.0,-28.9,10.2,2.3,1.3,-0.6
NC(=S)/N=C/c1c(O)[nH]c(=O)[nH]c1=O,1.9,-1.7,-18.0,x,2.9,3.3,-2.8,11.5,6.6,-4.2
COc1ccc(C(=O)C2CCCN(Cc3ccc(F)cc3F)C2)cc1F (stereo not given),-0.8,-17.4,13.4,x,-0.2,11.0,-3.2,0.2,-1.1,-1.2
CC1=Nc2cc(C(=O)N3CCC4(CC3)OCCO4)ccc2Sc2ccc(Cl)cc21,0.1,-3.4,18.7,-12.0,6.5,5.7,-1.5,-1.9,-4.0,x
CN(C)C(=O)Oc1ccc(-c2cn3cc(Cl)ccc3n2)cc1,-10.6,10.1,4.0,3.8,-3.4,-15.6,6.1,1.5,-7.1,2.6
CCN(CC)c1ccc([N+](=O)[O-])c2cccnc12,-0.7,-0.3,16.3,0.3,1.2,12.0,-4.6,5.1,4.1,-1.0

(cont.)
SMILES	V-ATPase pHluor	PvdQ inh	SR-BI HDL uptake	MITF TRPM1 HTS	NSD2 HMT inh	HTR5A inv ctr	HTR5A ag ctr	Wnt act	dFosB act	CDK5 p35 inh
COc1ccc(-n2c(C)nc3cc(C(=O)N4CCC5(CC4)OCCO5)ccc32)cc1	-4.7	1.2	1.9	-13.7	-1.3	-10.3	4.3	x	-7.8	-0.2
O=C(CCN1CCCCC1)NCC(=O)Nc1ccc(Br)cc1C(=O)c1ccccc1	-5.8	-2.0	9.1	x	4.1	-8.9	3.4	-3.5	-6.3	-0.4
O=C(Cn1cnc2ccccc2c1=O)NCC(=O)N1CCC2(CC1)OCCO2	11.0	-7.4	x	15.8	-3.7	-5.3	0.9	x	3.1	-0.8
CC1C(c2cccs2)=[N+]([O-])C(C)(C(=O)c2ccc(Cl)cc2)N1O (stereo not given)	3.1	-6.4	-95.2	-3.5	3.5	3.7	-2.1	-7.2	-2.8	-2.3
CCN(CC)c1ccc(N=Cc2c(O)n(-c3ccccc3C)c(=O)[nH]c2=O)cc1	-5.7	-0.5	19.3	-11.0	0.9	-25.9	17.8*	-5.8	-6.4	-4.9
CC(=O)OC1C2CCC1C(N1CCCC1)CC2 (stereo not given)	-4.8	5.9	-8.8	0.4	3.4	5.8	-0.7	-0.2	-1.9	4.1
O=C(Nc1cccc(C(F)(F)F)c1)OC1CN2CCC1CC2 (stereo not given)	-4.4	5.2	1.9	-14.5	0.9	-14.1	3.8	4.4	-2.5	1.9
CCC(C)N1C(=O)/C(=C\c2ccc(N3CCCCCC3)cc2)C(=O)NC1=S (stereo not given)	-2.3	21.6	-2.2	8.7	7.9	17.6	-7.0	u	-3.7	1.8
COc1cc(NC(=O)CN2C3CCC2CC(O)(c2cccnc2)C3)cc(OC)c1 (stereo not given)	-2.6	8.4	-10.0	4.6	-0.4	1.4	1.6	-4.7	-5.7	-1.9
CCOc1ccc(CC2C(=O)NC(=O)N(c3ccc(CC)cc3)C2=O)cc1 (stereo not given)	-1.1	-6.9	5.3	-5.2	0.3	5.9	-1.6	x	3.1	-1.3
COc1cc(C2c3cc(O)c(OC)cc3CC3C(=O)OCC32)ccc1O (stereo not given)	-1.6	-10.1	7.4	-13.1	x	30.3	5.0	3.4	-4.4	-1.7
CN(C)CC1Oc2ccccc2OC1(O)c1ccccc1 (stereo not given)	0.6	-6.9	1.4	x	x	-10.5	-4.1	-21.6	-2.8	-1.4
COc1ccccc1NC(=O)COC(=O)c1cc(C)n(C2CC2)c1C	-1.5	4.5	-12.3	22.4	-2.6	-8.5	2.1	-1.9	5.2	3.3
Cc1cc(OC(=O)c2ccco2)c2c3c(c(=O)oc2c1)CCC3	0.8	-9.9	-0.8	1.8	-2.4	-21.7	-0.1	-2.5	-16.3	-0.6
COc1ccccc1-n1c(-c2ccccc2Br)nc2ccccc2c1=O	0.7	-1.5	-32.9	6.4	-0.5	-5.8	1.6	1.3	-4.3	-1.9
COC(=O)[C@@H]1C[C@@]1(C)[C@@H](NP(=O)(c1ccccc1)c1ccccc1)c1ccccc1	3.9	-15.4	-23.5	6.0	x	-12.0	3.7	0.8	-15.3	-0.8
COc1cccc(NC(=O)[C@@H](NC(=O)N2C[C@H]3C[C@@H](C2)c2cccc(=O)n2C3)C(C)C)c1	-0.8	-11.0	11.3	x	x	12.1	2.5	-0.9	6.4	0.9
CCCCCn1cc(C(=O)C(=O)N2CCOCC2)c2ccccc21	0.9	-3.4	5.8	3.5	-1.4	-14.1	6.7	-5.2	-0.6	0.7
C=C(C=O)CC1CC(O)[C@]2(C)OC3CC4OC5C[C@]6(C)O[C@]7(C)CCC8OC9C[C@]%10(C)OC%11C(C)=CC(=O)OC%11CC%10OC9C[C@@H](C)C8OC7CC6O[C@]5(C)CC5OC5C4OC3CC2O1 (stereo not given in full)	0.9	-10.4	-42.6	-95.3	x	-13.7	3.5	x	-8.2	0.8

Reformatted as comma-separated lines: entries from further up
compound,V-ATPase pHluor,PvdQ inh,SR-BI HDL uptake,MITF TRPM1 HTS,NSD2 HMT inh,HTR5A inv ctr,HTR5A ag ctr,Wnt act,dFosB act,CDK5 p35 inh
COC(=O)[C@@H]1C[C@@]1(C)[C@@H](NP(=O)(c1ccccc1)c1ccccc1)c1ccccc1,3.9,-15.4,-23.5,6.0,x,-12.0,3.7,0.8,-15.3,-0.8
CCOc1ccc(CC2C(=O)NC(=O)N(c3ccc(CC)cc3)C2=O)cc1 (stereo not given),-1.1,-6.9,5.3,-5.2,0.3,5.9,-1.6,x,3.1,-1.3
